APP transl inh = APP translation inhibition; SH-SY5Y APP 5'UTR-luciferase reporter, luminescence; inhibition, % at 2 µM; 190,000 tested, 0.82% active; AID 1285;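 active = inhibition above a set limit, derived from the sample mean plus 3 SD, cut at about 45% in these data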; note: values of inactives mirror those of a sister screen read the other way
APP 5'UTR act = activates APP 5'UTR luciferase reporter; SH-SY5Y APP 5'UTR luciferase reporter, luminescence; zero percent = DMSO vehicle wells; activation, % at 2 µM; 190,000 tested, 1% active; AID 1276;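 active = activation above a set limit, based on mean plus 3 SD of controls, cut at about 140% in these data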; note: values of inactives mirror those of a sister screen read the other way
TLR4-MyD88 BLA = inhibitors of human TLR4-MyD88 binding; HeLa CL3-4 TLR4/MyD88 BLA complementation, FRET ratio; 200,000 tested, 0.18% active; inhibition, % at 8.4 µM; O00206+Q99836; in the data active = inhibition above about 25%;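 note: 0% = vehicle and 100% = reference inhibitor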
FLuc act counter = firefly luciferase counter-screen for stimulation assays; ATPlite luciferase biochemical, luminescence, 10 min; 0 = ATP-free wells, 1 = DMSO control; 200,000 tested, under 10 active; activation factor at 10 µM; P08659;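 active = luciferase activation factor, scaled between plate controls, of at least 2 with compound at 10 µM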
Target sequence (P08659 whole entry, looked up): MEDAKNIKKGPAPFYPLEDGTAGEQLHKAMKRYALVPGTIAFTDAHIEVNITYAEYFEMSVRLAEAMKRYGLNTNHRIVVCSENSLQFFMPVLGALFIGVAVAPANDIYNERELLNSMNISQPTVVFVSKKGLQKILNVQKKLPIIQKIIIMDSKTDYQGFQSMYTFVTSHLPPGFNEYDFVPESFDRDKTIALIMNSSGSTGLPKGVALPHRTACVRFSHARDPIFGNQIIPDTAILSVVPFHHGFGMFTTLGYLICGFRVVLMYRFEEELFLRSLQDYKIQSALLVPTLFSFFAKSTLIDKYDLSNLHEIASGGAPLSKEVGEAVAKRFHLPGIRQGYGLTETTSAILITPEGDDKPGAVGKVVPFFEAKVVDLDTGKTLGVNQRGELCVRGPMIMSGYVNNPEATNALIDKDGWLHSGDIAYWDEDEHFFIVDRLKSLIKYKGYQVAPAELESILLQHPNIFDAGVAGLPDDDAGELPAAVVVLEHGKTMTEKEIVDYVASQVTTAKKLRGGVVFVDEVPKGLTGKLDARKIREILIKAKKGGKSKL
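Material: Luciferase/luciferin reagent mix; Doses: test compounds dosed from 2 mM stocks in 100% DMSO; Schedule: 10 min incubation after luciferase reagent addition, room temperature; Measured by: luminescence from luciferase reaction; Read-out: luminescence gain marking luciferase activators.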
Diaph act CS = activates diaphorase or chemically reduces, flagging diaphorase assay artifacts; Diaphorase/resazurin coupled assay, resorufin fluorescence, 16 min; active compounds read high; 1 = vehicle wells, 0 = NADH-free wells; 190,000 tested, 0.005% active; activation factor at 20 µM;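 active = diaphorase activity raised at least twofold by the compound at 20 µM; inactive = activation factor below 2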
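Material: purified diaphorase enzyme from Clostridium kluyveri / Medium: HEPES pH 7.4 buffer with MgCl2 and Tween 20 / Schedule: enzyme reaction of 16 min at room temperature / Measured by: resorufin fluorescence, excitation 544 nm, emission 590 nm / Evaluation: rise in resorufin formation, marking diaphorase activation or chemical reduction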
NF-kB expr up = raises NF-kB expression in human neuronal cells; NF-kB reporter expression; active compounds read high; fold change at 12.5 µM; 190,000 tested, 1.6% active; AID 1239; in the data active = fold change above about 3.3
Diaph inh CS = diaphorase inhibition or chemical oxidation counter-screen | diaphorase resazurin-to-resorufin fluorescence, NADH, 16 min; bacterial (C. kluyveri) enzyme, not human | inhibition, % at 20 µM | 190,000 tested, 0.69% active | AID 1217;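 active = primary screen inhibition at 20 µM above a set limit, cut at about 50% in these data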;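 note: plate controls were DMSO with full reaction for no effect and wells lacking NADH for full effect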
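material = Clostridium kluyveri diaphorase enzyme | amount = 0.14 U/mL diaphorase, enzyme working solution | schedule = incubation 16 min, room temperature | detection = fluorescence of resorufin formed from resazurin, Ex 544/Em 590 nm | benchmarks = positive control minus NADH, DMSO neutral control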
FLuc inhib CS = inhibits firefly luciferase, flagging false hits in luciferase inhibition screens. P08659. ATPLite firefly luciferase biochemical luminescence, 10 min. inhibition, % at 10 µM. 200,000 tested, 1.5% active. AID 1006;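 active = inhibition above about 50% when tested at 10 µM, limit read from the data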
STAT1 activator = increases IFN-gamma driven STAT1 reporter signal | activation (% of control), % at 5.5 µM | 200,000 tested, 2.6% active | AID 932 | NIH 3T3 STAT1-luciferase reporter, luminescence; 100% = IFN-gamma alone, no compound;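 active = activation above the screen-wide mean activation plus 3 SD, cut at about 130% in these data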;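 note: raw ratio to IFN-gamma control signal so 100% means no change and 0% no light; values of inactives mirror those of a sister screen read the other way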
G6PDH counter = L. mesenteroides G6PDH inhibition counter-screen. Purified L. mesenteroides G6PDH, diaphorase/resazurin coupled fluorescence, 45 min. inhibition, % at 5 µM. 200,000 tested, 0.12% active; in the data active = inhibition above about 50%
* = called active by the depositor; . = no result given.

Each structure is followed by: APP transl inh | APP 5'UTR act | TLR4-MyD88 BLA | FLuc act counter | Diaph act CS | NF-kB expr up | Diaph inh CS | FLuc inhib CS | STAT1 activator | G6PDH counter
N#Cc1c(-c2ccccc2)cc(-c2ccccc2)nc1Br
 : 6 | -6 | -8 | 1 | 0.9 | 0.96 | 14 | -2 | 91 | 3
COC(=O)c1ccc(COC(=O)CCc2nc(-c3ccccc3)c(-c3ccccc3)o2)cc1
 : -16 | 16 | -10 | 1 | 0.9 | 0.8 | 14 | -3 | 97 | -3
CCOc1ccc(NC(=S)/C(=C(\[O-])c2ccc(C)c([N+](=O)[O-])c2)[n+]2ccccc2)cc1
 : -54 | 54 | 7 | 1 | 0.7 | 0.9 | 28 | -1 | 105 | 6
C/C(=C\C(=O)Nc1nccs1)c1ccccc1
 : -50 | 50 | 14 | 0.6 | 0.9 | 2.6 | 12 | 43 | 144* | 3
O=C(CSc1nnc(COc2ccccc2Cl)o1)NC(=O)NC1CCCC1
 : 4 | -4 | -15 | 1 | 0.8 | 1.2 | 20 | 0 | 107 | 4
Cc1nc2ccccc2n1CC(=O)NCCN1CCOCC1
 : 8 | -8 | 3 | 1.1 | 0.8 | 1.1 | 18 | -8 | 101 | -4
CCOC(=O)c1sc(N)c(C#N)c1CSc1nnc(C2CCCCC2)n1N
 : 6 | -7 | 2 | 1.1 | 0.7 | 0.72 | 28 | -7 | 105 | 3
COc1cc(OC)cc(C(=O)NNC(=O)c2ccccc2Br)c1
 : -6 | 6 | -3 | 1 | 0.9 | 0.96 | 14 | -2 | 93 | -4
O=C(C(Sc1ccccc1)c1ccccc1)N1CCN(c2ccccc2F)CC1 (stereo not drawn)
 : 19 | -19 | -6 | 1 | 0.8 | 0.81 | 18 | 0 | 91 | 10
CC(=O)NNc1ncnc2c1cnn2-c1ccc(C)c(Cl)c1
 : -16 | 16 | 2 | 1 | 0.9 | 0.98 | 14 | -3 | 112 | -4
O=C(/C=C/c1ccc(Cl)cc1Cl)Nc1ccncc1
 : -86 | 86 | 1 | 0.8 | 0.9 | 0.96 | 7 | 23 | 110 | 11
O=C(N/N=C/c1ccc2ncccc2c1)c1ccco1
 : -116 | 116 | -6 | 0.1 | 1 | 1.1 | 0 | 92* | 72 | 0
O=C(NCCc1csc(-c2cccnc2)n1)c1cccc2ccccc12
 : -18 | 18 | 5 | 1.1 | 1 | 1.4 | 0 | -8 | 95 | -17
S=c1sc2c(N3CCN(Cc4ccccc4)CC3)ncnc2n1-c1ccccc1
 : 12 | -12 | -1 | 1 | 0.8 | 1.3 | 21 | -3 | 95 | -1
COc1ccc(-c2cc(C(F)F)n3ncc(C(=O)N4CCN(C(=O)c5ccco5)CC4)c3n2)cc1
 : 4 | -4 | -1 | 1 | 0.8 | 0.5 | 17 | -4 | 107 | -24
CCOC(=O)N1CCC(Nc2c(N3CCN(c4cccc(C(F)(F)F)c4)CC3)c(=O)c2=O)CC1
 : -19 | 19 | 2 | 1.1 | 1 | 0.75 | 1 | -7 | 93 | 13
Cc1ccc(C(=O)CC2(O)C(=O)N(C)c3ccc(Br)cc32)c(C)c1 (stereo not drawn)
 : 9 | -9 | -3 | 1 | 0.8 | 0.79 | 19 | 0 | 100 | -3
Cc1cccc2cc(C#N)c(SCc3nnc(-c4ccccc4[N+](=O)[O-])o3)nc12
 : -18 | 18 | -15 | 1 | 0.9 | 1.1 | 9 | 1 | 107 | -26
COC(=O)c1c(NC(=S)Nc2ccc(C(=O)N3CCOCC3)cc2)sc2c1CCC2
 : 4 | -4 | 7 | 1 | 0.7 | 1.1 | 30 | 1 | 107 | 4
COc1ccc(CC(NC(C)=O)C(=O)NC2CCN(S(=O)(=O)c3ccc(NC(C)=O)cc3)CC2)cc1OC (stereo not drawn)
 : 3 | -3 | 1 | 1 | . | 1.1 | . | 3 | 99 | 23
CCN(CC)CCN1C(=O)c2ccccc2NC1c1ccc(C)cc1 (stereo not drawn)
 : -6 | 6 | 1 | 1 | 0.9 | 1.4 | 10 | -1 | 83 | 0
Cc1c(Nc2scc(-c3ccccc3)[n+]2-c2ccccc2)c(=O)n(-c2ccccc2)n1C
 : -13 | 13 | -3 | 1 | 0.9 | 0.75 | 15 | -4 | 104 | 0
CCOC(=O)N1CCN(CC(O)COC(CC)c2ccccc2)CC1 (stereo not drawn)
 : 18 | -18 | 6 | 1.1 | 0.9 | 1.1 | 13 | -6 | 96 | 1
O=C(O)c1cc2nc3c(c(C(F)(F)F)n2n1)CCCC3
 : 6 | -6 | 4 | 1.1 | 0.8 | 1.2 | 19 | -8 | 109 | 9
COc1ccc(C(=O)/C=C/C(=O)N(CC(=O)NC2CCCCC2)Cc2ccc(F)cc2)c(O)c1
 : 78* | -78 | 5 | 1 | 1.1 | 1.7 | -8 | 4 | 94 | 7
Cc1ccc(O)c(NC(=O)c2noc3c2CCCCC3)c1
 : -212 | 212* | -6 | 0.3 | 0.9 | 9.8* | 5 | 65* | 115 | 6
O=C1Cc2ccccc2C(c2ccccc2)N1 (stereo not drawn)
 : 4 | -4 | -4 | 1 | 1.1 | 0.91 | -6 | -2 | 98 | 14
CCOc1ccc(NC(=O)Cn2c(=O)n(CC3CCCO3)c(=O)c3ccccc32)cc1 (stereo not drawn)
 : 5 | -5 | 4 | 1 | 1.1 | 1.1 | -12 | -3 | 90 | 13
COc1ccccc1CN1CC(C(=O)NCC2CCCO2)CC1=O (stereo not drawn)
 : 2 | -2 | 10 | 1.1 | 1 | 0.95 | 4 | -6 | 96 | 6
COc1ccc(-n2cnc3cc(NC(=O)c4ccco4)ccc32)cc1
 : -4 | 4 | 2 | 1 | 0.9 | 0.79 | 11 | 1 | 107 | 10
CCOC(=O)c1oc2ccccc2c1NC(=O)c1cccs1
 : 4 | -4 | -4 | 1 | 0.9 | 0.93 | 5 | -2 | 111 | 8
CC(C)(c1ccccc1)c1ccc(OCCCN2CCNCC2)cc1
 : 8 | -8 | 5 | 1 | 1 | 0.87 | 2 | -4 | 91 | 12
CCc1ccc(S(=O)(=O)NCCc2cn3ccsc3n2)s1
 : -26 | 26 | -1 | 1.1 | 0.9 | 1.2 | 9 | -9 | 95 | 9
Cc1nnc(SCC(=O)Nc2ccc(N3CCOCC3)cc2)o1
 : 0 | 0 | -1 | 1.1 | 0.9 | 2 | 10 | -8 | 100 | -12
Cc1cc(C)c2sc(N(CCCN(C)C)C(=O)COc3ccc(Cl)cc3)nc2c1
 : -6 | 6 | 0 | 1 | 1.3 | 0.87 | -25 | -4 | 95 | -16
Clc1cccc(OCCCN2CCCC2)c1Cl
 : -9 | 9 | 7 | 1.1 | 0.9 | 0.81 | 8 | -7 | 104 | 1
O=C(CC1SC(=O)N(c2ccccc2)C1=O)Nc1ccccc1 (stereo not drawn)
 : -70 | 70 | -6 | 1.1 | 1 | 1 | -3 | -5 | 95 | 4
COc1ccc(C2=CC(c3ccc(OC)c(OC)c3)NC(=S)N2)cc1 (stereo not drawn)
 : -3 | 3 | -4 | 1 | 0.8 | 1 | 23 | 0 | 102 | 4
c1ccc2c(c1)OCC(c1nnc3sc(-c4cnccn4)nn13)O2 (stereo not drawn)
 : 3 | -3 | -3 | 1 | 0.9 | 1.1 | 9 | 0 | 104 | -30
CN(C(=O)CC1C(=O)NCCN1C/C=C/c1ccccc1)C1CCOCC1 (stereo not drawn)
 : 0 | 0 | -9 | 1 | 0.9 | 1.1 | 15 | 0 | 97 | 12

2 records drawn at random from those above, as already listed:
Each structure is followed by: APP transl inh | APP 5'UTR act | TLR4-MyD88 BLA | FLuc act counter | Diaph act CS | NF-kB expr up | Diaph inh CS | FLuc inhib CS | STAT1 activator | G6PDH counter
CCOC(=O)c1oc2ccccc2c1NC(=O)c1cccs1
 : 4 | -4 | -4 | 1 | 0.9 | 0.93 | 5 | -2 | 111 | 8
COc1ccc(C2=CC(c3ccc(OC)c(OC)c3)NC(=S)N2)cc1 (stereo not drawn)
 : -3 | 3 | -4 | 1 | 0.8 | 1 | 23 | 0 | 102 | 4

New compounds follow:
Each structure is followed by: APP transl inh | APP 5'UTR act | TLR4-MyD88 BLA | FLuc act counter | Diaph act CS | NF-kB expr up | Diaph inh CS | FLuc inhib CS | STAT1 activator | G6PDH counter
c1ccc(CCn2nnnc2C(c2cccnc2)N2CCN(c3nc4ccccc4s3)CC2)cc1 (stereo not drawn)
 : -8 | 8 | -5 | 1.1 | 0.6 | 0.59 | 40 | -7 | 99 | 7
O=C(COC(=O)c1cccnc1Cl)c1cccc(Cl)c1
 : 20 | -20 | 3 | 0.9 | 0.9 | 1.2 | 8 | 8 | 114 | -1
Cc1cc(NS(=O)(=O)c2ccc(Cl)cc2)nn1CC(=O)NCc1ccco1
 : 8 | -8 | 3 | 1 | 1 | 1.5 | -2 | -3 | 104 | 5
Cc1c(Cc2ccccc2)c(=O)oc2c(C)c(OCc3nn[nH]n3)ccc12
 : . | . | -2 | 1 | 0.7 | 1.3 | 26 | -4 | 105 | 1
Cc1cc2c(ccc3c2no[n+]3[O-])nn1
 : 4 | -4 | 12 | 1.1 | 0.8 | 1.2 | 18 | -8 | 82 | 8
Cn1nc(C(F)(F)F)c(C(=O)Nc2ccc(F)cc2F)c1Oc1cccc(Cl)c1
 : -1 | 1 | -17 | 1 | 0.9 | 1.4 | 11 | -4 | 96 | 6
Cc1ccc(OCCOCCN2CCCCC2)c([N+](=O)[O-])c1
 : 4 | -4 | -19 | 1 | 1.1 | 1.2 | -10 | 3 | 98 | 14
Cc1ccc2cc(C#N)c(N3CCCN(S(=O)(=O)c4ccccc4)CC3)nc2c1
 : 2 | -2 | -6 | 1.1 | 0.6 | 0.89 | 37 | -7 | 100 | 4
O=C(Nc1ccc(Cl)c(Cl)c1)N1CCSC1c1ccco1 (stereo not drawn)
 : -8 | 8 | 3 | 1 | 0.8 | 1.6 | 19 | -4 | 104 | 12
Cc1ccc(S(=O)(=O)c2cn(Cc3ccc(F)cc3)c3cc4c(cc3c2=O)OCO4)cc1
 : -61 | 61 | -3 | 1 | 0.8 | 0.71 | 15 | -2 | 97 | -17
O=C(O)C1CCCN1S(=O)(=O)c1cccc2nsnc12 (stereo not drawn)
 : 24 | -25 | 6 | 1.1 | 0.9 | 1.1 | 9 | -6 | 105 | 9
CN(C)[C@@H](CO)c1nnc([C@H](CC(=O)O)NC(=O)C2CCNCC2)o1
 : 1 | -1 | 7 | 1 | 0.8 | 1.1 | 18 | -4 | 102 | -5
CC1CCCC(C)N1C(=O)CSc1nnnn1-c1cccc2c1CCCC2 (stereo not drawn)
 : 8 | -8 | -12 | 1 | 0.9 | 1.3 | 11 | -3 | 86 | 11
CC(=O)NCCc1ccc(S(=O)(=O)N2CCCC2)cc1
 : 12 | -11 | -11 | 1 | 0.9 | 1.1 | 7 | -5 | 97 | 8
CCN(CC)S(=O)(=O)c1ccc(/C=C/C(=O)Nc2ccc(Br)cc2F)cc1
 : 14 | -14 | -4 | 1 | 0.9 | 0.99 | 6 | -2 | 98 | -16
O=C(Nc1nnc(SCC(=O)N2CCCc3ccccc32)s1)c1cccc2ccccc12
 : -8 | 7 | 4 | 1 | 0.8 | 0.92 | 22 | 4 | 99 | 20

Screens: PubChem BioAssay, several laboratories
